TAAR1 agonist = agonists of human TAAR1; Q96RJ0; activation, % at 3 µM; AID 624467; hit rate 0.99% among 360,000; CHO RD-HGA16 TAAR1, Fluo-8 calcium fluorescence; vehicle wells 0%, saturating PEA agonist 100%;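 active = activation above the mean activation of all test compounds in the run plus 3 SD, cut at about 38% in these data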
Target sequence (Q96RJ0 whole entry, looked up): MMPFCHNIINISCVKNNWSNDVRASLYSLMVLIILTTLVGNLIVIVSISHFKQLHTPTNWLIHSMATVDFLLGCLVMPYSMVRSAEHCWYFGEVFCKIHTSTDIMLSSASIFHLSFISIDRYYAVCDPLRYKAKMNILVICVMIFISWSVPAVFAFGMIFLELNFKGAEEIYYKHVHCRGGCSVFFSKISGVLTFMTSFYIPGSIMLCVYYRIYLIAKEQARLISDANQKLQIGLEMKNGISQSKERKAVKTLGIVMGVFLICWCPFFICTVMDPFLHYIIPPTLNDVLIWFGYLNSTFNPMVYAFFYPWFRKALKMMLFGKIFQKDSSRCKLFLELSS
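Test system: RD-HGA16 (CHO) cells co-expressing Gα16 and hTAAR1; dosing: one-point dosing at 3 µM (nominal); timing: 17-24 h seeding, 75 min 37 °C dye, 30 min RT; signal: kinetic Fluo-8 calcium fluorescence; read-out basis: % activation relative to PEA EC100 response; controls: DMSO and PEA EC100; replicates: n 1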
M1 PAM = potentiates human M1 receptor response to acetylcholine. hit rate 0.088% among 360,000. CHO-K1 hM1, Fluo-8 calcium fluorescence, ACh EC20; 0% = ACh EC20, 100% = maximal ACh. AID 588819. P11229. activation, % at 3 µM; in the data active = activation above about 19%, passing the limit was not always enough
Target sequence (P11229 whole entry, looked up): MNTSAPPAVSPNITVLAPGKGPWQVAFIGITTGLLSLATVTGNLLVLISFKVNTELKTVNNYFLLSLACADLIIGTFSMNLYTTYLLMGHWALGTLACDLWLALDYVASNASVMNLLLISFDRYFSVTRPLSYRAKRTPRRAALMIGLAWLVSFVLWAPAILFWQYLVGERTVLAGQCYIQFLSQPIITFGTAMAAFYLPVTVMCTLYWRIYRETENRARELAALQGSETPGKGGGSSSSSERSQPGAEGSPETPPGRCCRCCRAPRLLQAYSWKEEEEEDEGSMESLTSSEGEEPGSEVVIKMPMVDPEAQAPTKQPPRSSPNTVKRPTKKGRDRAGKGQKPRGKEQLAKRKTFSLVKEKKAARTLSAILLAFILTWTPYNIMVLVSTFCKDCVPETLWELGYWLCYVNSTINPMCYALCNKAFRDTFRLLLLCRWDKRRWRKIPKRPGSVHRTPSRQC
M1 antag = blocks human M1 muscarinic receptor | P11229 | CHO-K1 hM1, Fluo-8 calcium fluorescence, ACh EC80 antagonist | inhibition, % at 3 µM | hit rate 1.3% among 360,000;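 active = percent inhibition above its own plate's cutoff, namely the mean of that plate's compound wells plus 3 SD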;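 also: peak over basal fluorescence ratio during 140 s after agonist addition; 0% = ACh EC80 plus DMSO and 100% = DMSO alone without agonist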
CHO parental Ca = counter-screen for OX1R antagonists: effect in parental CHO cells; parental CHO-K1, ATP-induced calcium, Fluo-8 fluorescence; inhibition, % at 5.6 µM; hit rate 0.63% among 330,000; AID 463079;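 active = inhibition above that plate's mean sample inhibition plus 3 SD, cut at about 26% in these data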;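 also: 0% = ATP-challenged DMSO wells and 100% = DMSO wells without ATP; some compounds past the cut are filed as inactive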
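Test system: untransfected parental CHO cell line. Compound: one dose, 5.6 µM nominal. Detection: intracellular calcium via Fluo-8 no-wash fluorescent dye. Measure: % inhibition. Benchmarks: ATP-challenged DMSO wells low, unchallenged DMSO wells high.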
M1 ag = activates human CHRM1 receptor; P11229; CHO-K1 hM1, Fluo-8 calcium fluorescence, agonist mode; 0% DMSO, 100% acetylcholine EC100; activation, % at 3 µM; hit rate 0.33% among 360,000;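 active = activation above the run's mean compound activation plus 3 SD, cut at about 16% in these data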;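 also: peak over basal fluorescence ratio within a 140 s kinetic read after compound addition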
TAAR1 antagonist = human TAAR1 antagonism; CHO RD-HGA16 TAAR1, Fluo-8 calcium fluorescence, antagonist; inhibition, % at 3 µM; hit rate 1.5% among 360,000; AID 624466;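 active = inhibition above a per-plate cutoff, the mean inhibition of test compounds on that plate plus 3 SD, cut at about 49% in these data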;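 also: 0% = DMSO plus EC80 beta-PEA response and 100% = DMSO alone without agonist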
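System: RD-HGA16 CHO cells with stable hTAAR1 and Gα16 | Probe or stimulus: EC80 β-phenethylamine stimulus | Dosing: 3 µM, single point | Times: Dye loading 75 min at 37 °C, then 30 min room temperature | Measured by: Fluo-8 calcium-sensitive fluorescence | Read-out basis: % inhibition of agonist calcium response | Replicates: n of 1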
CHO-K1 Ca antag = counter-screen for M1 antagonists: effect in parental CHO-K1 cells | AID 602250 | inhibition, % at 3 µM | ATP-induced calcium, Fluo-8 fluorescence | hit rate 0.6% among 360,000;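 active = inhibition above a per-plate cutoff, the plate's mean sample inhibition plus 3 SD, cut at about 24% in these data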;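 also: 0% = DMSO plus EC80 ATP and 100% = DMSO alone without ATP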
CHO-K1 Ca PAM = nonselective activator or artifact in parental CHO-K1 calcium assay; hit rate 0.02% among 360,000; activation, % at 3 µM; ATP EC20, Fluo-8 calcium fluorescence; 0% at ATP EC20, 100% at ATP max;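 active = activation above the run cutoff, the mean activation of all test compounds plus 3 SD, cut at about 40% in these data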;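 also: peak over basal fluorescence ratio in a 140 s read after ATP addition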
M1 ag parental = M1 agonist counterscreen hit in parental CHO-K1 cells. Fluo-8 calcium fluorescence; scaled to maximal ATP response, vehicle zero. activation, % at 3 µM. hit rate 0.48% among 360,000. AID 602248; in the data active = activation above about 15%;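 also: untransfected CHO-K1 host cells lacking M1 receptor as counterscreen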
Numbers without * were called inactive; . = no result given.

SMILES | TAAR1 agonist | M1 PAM | M1 antag | CHO parental Ca | M1 ag | TAAR1 antagonist | CHO-K1 Ca antag | CHO-K1 Ca PAM | M1 ag parental
CC(=O)C1C(c2cccc(Oc3ccccc3)c2)NC(=O)NC1(O)C(F)(F)F (stereo not given) | 1 | 1 | -1 | -14 | -2 | 13 | -11 | 17 | 0.7
CCOc1ccc(CCNc2cc(C)nc3ncnn23)cc1OCC | 2 | 5 | -5 | -3 | 3 | -8 | -7 | 16 | 2.1
CCCCN1C(=O)C(CC(=O)NCc2cccc3ccccc23)CC(C(=O)N(C(C)C)C(C)C)=C1C (stereo not given) | -3 | . | . | . | . | -10 | 2 | 3 | 0.7
Cc1ccc(S(=O)(=O)NCCCCCC(=O)N(C)C)cc1 | 5 | 4 | -3 | -6 | -5 | 8 | -4 | 5 | 0.2
CCN(CC(=O)Nc1ccc(OC)cc1)C(=O)CN1C(=O)NC(C)(c2ccc3ccccc3c2)C1=O (stereo not given) | 3 | 2 | -2 | -16 | -3 | 0 | -8 | 12 | 1.4
Cc1[nH]c(=O)[nH]c(=O)c1NC(=O)c1cccs1 | 3 | -1 | 3 | 2 | -4 | -12 | 1 | 11 | 0.6
O=C(Nc1sc2c(c1C(=O)NC1CCCCC1)CCC2)c1ccco1 | 17 | 3 | 5 | . | -5 | -9 | -8 | 28 | 0.6
Cc1cc(C)c2c(=O)[nH][nH]c2n1 | 4 | 11 | -15 | . | 0 | -30 | -3 | 1 | 0.1
CCCOC(=O)c1ccc(Nc2nc(C)cc(=O)[nH]2)cc1 | 14 | 6 | -11 | -4 | 3 | 4 | -9 | 22 | 4.0
O=C(Nc1ccc(Cl)cc1)C1CCN(C(=O)c2ccco2)CC1 | 1 | 3 | -2 | 4 | -4 | -3 | -7 | 6 | 1.7
CCOC(=O)C(C)Sc1cnccn1 (stereo not given) | 3 | 6 | -1 | 1 | -5 | 14 | 8 | -10 | 0.1
CC(=O)Nc1ccc(NC(=O)Cn2nc([N+](=O)[O-])c(Br)c2C)cc1 | 0 | 9 | -9 | 8 | -5 | 6 | -8 | 8 | 1.1
O=C(CCc1ccccc1)NCc1ccc(F)cc1 | 2 | 6 | -9 | -4 | -4 | -12 | 0 | 9 | -0.2
O=C(CCl)Nc1sccc1C(=O)c1ccccc1 | -3 | 12 | -9 | -2 | -3 | 8 | -7 | 19 | -0.1
COc1ccc(CCN2CC(C(=O)OC(C)C(=O)Nc3ccc(NC(C)=O)cc3)CC2=O)cc1OC (stereo not given) | 3 | 1 | -1 | . | -4 | 5 | -13 | 1 | 3.6

Next part, starting with the last 3 of the part before.
SMILES | TAAR1 agonist | M1 PAM | M1 antag | CHO parental Ca | M1 ag | TAAR1 antagonist | CHO-K1 Ca antag | CHO-K1 Ca PAM | M1 ag parental
O=C(CCc1ccccc1)NCc1ccc(F)cc1 | 2 | 6 | -9 | -4 | -4 | -12 | 0 | 9 | -0.2
O=C(CCl)Nc1sccc1C(=O)c1ccccc1 | -3 | 12 | -9 | -2 | -3 | 8 | -7 | 19 | -0.1
COc1ccc(CCN2CC(C(=O)OC(C)C(=O)Nc3ccc(NC(C)=O)cc3)CC2=O)cc1OC (stereo not given) | 3 | 1 | -1 | . | -4 | 5 | -13 | 1 | 3.6
Cc1cccc(NC(=O)CSc2nnc(C3CC3)n2CC2CCCO2)c1 (stereo not given) | 5 | 6 | -8 | -7 | -2 | -18 | -7 | 18 | -0.3
COc1ccc([N+](=O)[O-])cc1NC(=S)NC(NC(=O)Cc1ccc(OC)c(OC)c1)C(Cl)(Cl)Cl (stereo not given) | 11 | 11 | -5 | -16 | 0 | -1 | -1 | 15 | 0.5
Cc1cccc(C)c1NC(=O)C1CCCN1S(=O)(=O)c1ccccc1 (stereo not given) | 1 | 6 | -5 | -20 | -3 | -5 | -18 | 19 | 2.5
Cc1ccc(-c2nnc(NCc3nc4ccccc4[nH]3)c3ccccc23)cc1S(=O)(=O)N1CCOCC1 | . | -6 | 7 | -16 | -10 | . | 9 | -2 | 3.5
COc1ccccc1NCCC(=O)O | 6 | 6 | 1 | 18 | 0 | -20 | -4 | -2 | 0.2
Cc1nn(-c2ccccc2)c(C)c1NC(=O)COC(=O)c1cccc(OC(F)F)c1 | 15 | -3 | 10 | -1 | -1 | 55* | 15 | 16 | 7.0
O=C(COC(=O)c1cc(S(=O)(=O)N2CCCC2)ccc1O)NCCc1ccccc1 | 22 | -6 | 6 | -9 | -2 | -11 | -3 | -16 | 0.7
O=C(c1ccc(Cl)cc1)C1CCN(CC(=O)N2CCCCC2)CC1 | -4 | 10 | -10 | -28 | -9 | 6 | -2 | 3 | -0.3
O=C(CN1CCN(S(=O)(=O)c2ccccc2)CC1)NCc1ccccc1 | 0 | 10 | -10 | -32 | -3 | -1 | -9 | -7 | 0.7
O=S(=O)(Nc1cccc(-c2ccc3nncn3n2)c1)c1cc(F)ccc1F | 7 | -3 | 5 | -4 | -6 | -20 | 1 | 3 | 0.7
CC(C)N(CCNC(=O)c1ccc(CS(=O)(=O)c2c(Cl)cccc2Cl)o1)Cc1ccccc1 | 2 | -22 | 45* | -24 | -6 | -2 | -12 | 8 | 0.7
CN1CCN(c2nc3c(c(=O)[nH]c(=O)n3C)n2Cc2ccc(Cl)cc2)CC1 | 1 | 8 | -16 | . | -9 | -8 | -6 | 3 | -0.3
COc1ccccc1CCn1cnc(Cc2cccc(F)c2)c1C(C)C | 37 | . | . | . | . | 42 | -20 | 23 | 11
CCc1nnc(NC(=O)NCN2C(=O)C3C4C=CC(C4)C3C2=O)s1 (stereo not given) | 1 | -1 | 8 | -10 | -3 | -3 | 5 | -6 | -0.1
O=C(OCC(=O)N1CCN(C(=O)c2ccco2)CC1)c1cccc(O)c1 | 1 | 12 | -9 | 0 | -1 | 11 | 8 | 10 | 0.9
O=Cc1cn(CC(O)Cn2cc(C=O)c3ccccc32)c2ccccc12 | 0 | 0 | 1 | -8 | -1 | 5 | -3 | -4 | 0.9
CCOC(=O)c1c(NC(=O)CSc2ncccn2)sc(C(=O)NC)c1C | 3 | -1 | 1 | -23 | -2 | -27 | -10 | 12 | 1.4
O=C(C1CCCN(S(=O)(=O)c2ccc(Br)s2)C1)N1CCCCCC1 (stereo not given) | 5 | -3 | -7 | -20 | -4 | -5 | -12 | 19 | 5.3
Cc1ccc(-c2noc(CSc3nnc(Cc4cccs4)n3-c3ccccc3)n2)cc1 | 1 | 4 | -2 | 13 | -6 | 2 | -4 | 24 | 1.7
O=C(NCc1ccncc1)c1ccc(NS(=O)(=O)c2ccc(F)cc2)cc1 | 0 | -6 | 22 | -4 | -5 | 16 | -3 | -10 | 0.1
COC(=O)c1ccc(C(c2c(N)n(CC(C)C)c(=O)[nH]c2=O)N2CCN(c3ccccc3)CC2)cc1 (stereo not given) | 6 | 9 | -10 | -16 | -2 | -8 | -9 | 14 | 0.3
O=C(NCCN1CCCC1)C1CC(=O)N(C2CCCCC2)C1 (stereo not given) | 2 | 3 | -2 | -14 | -5 | -1 | -1 | 9 | 0.6
CCCCN(CCCC)C(=O)c1cn(CC)c2cc(N3CCN(C)CC3)c(F)cc2c1=O | 0 | 2 | -3 | -2 | -2 | -15 | -14 | 3 | 2.8
Cc1ccnc(N2C(=O)c3ccccc3C2=O)c1 | 1 | 9 | -13 | -4 | -6 | -1 | -4 | 17 | 0.2
Cc1ccc(Nc2ccc(S(=O)(=O)N3CCOCC3)cc2[N+](=O)[O-])cc1C | 0 | -1 | 1 | -2 | -7 | 15 | 2 | 9 | 1.2
CC(=O)N(CCc1ccccc1C)Cc1cc2cc3c(cc2[nH]c1=O)OCO3 | 2 | 4 | -2 | -8 | -2 | -4 | -1 | 2 | 0.5
O=C1C2C3C=CC(C3)C2C(=O)N1CCCCCCN1C(=O)C2C3C=CC(C3)C2C1=O (stereo not given) | 6 | -11 | 21 | -8 | -3 | 14 | -1 | -6 | 12
COc1ccc(N2CCN(C(=O)CSc3nnc(-c4cccnc4)n3-c3ccccc3)CC2)cc1 | 6 | 9 | -12 | -10 | -1 | 0 | -8 | 14 | -0.5
Clc1ccc(Nc2ncn[nH]2)c(Cl)c1 | -2 | 14 | -4 | -16 | -6 | 4 | -5 | 16 | 0.2
CC(C)Nc1nc(NC(C)C)nc(C(=O)OCCO)n1 | -1 | 18 | -19 | -6 | 5 | -2 | -12 | 16 | 0.1
COC(=O)CSc1nnc(NC(=O)/C=C\c2ccc3c(c2)OCO3)s1 | 0 | -1 | 2 | 13 | -2 | 5 | -1 | -6 | 0.3
CN(C)/C=C1\Cc2ccccc2C1=O | 3 | 10 | -11 | -18 | -3 | -9 | -14 | 14 | 0.5
CCn1c2ccccc2c2cc(/C=N/NC(=O)c3cc(O)cc(O)c3)ccc21 | 3 | -14 | 13 | 3 | 4 | 10 | 8 | 2 | 0.8
O=C(Nc1ccccc1Cl)C1CCN(Cc2cnn(-c3ccccc3)c2-n2cccc2)CC1 | 17 | 0 | 2 | -3 | -1 | 0 | -8 | 4 | 3.3
CCC12CC3CC(C1)CC(C(=O)Nc1nn[nH]n1)(C3)C2 | 14 | 8 | -4 | 0 | -1 | 10 | -17 | 19 | 0.8
CCOC(=O)C(=O)C1=C(N2CCOCC2)/C(=C\c2ccc(F)cc2)CC1 | 8 | 9 | -4 | 1 | -5 | 0 | -5 | 12 | 0.5
COc1ccc(-c2c(-c3cc(OC)cc(OC)c3)n(C)c3ccc(-c4ccc(OC)c(F)c4)cc23)cc1 | 2 | 19 | -16 | -8 | 3 | -2 | 5 | -10 | -0.5
Cc1cc(N)n(-c2ccc(S(=O)(=O)N3CCOCC3)cc2[N+](=O)[O-])n1 | 3 | 4 | -7 | -11 | -4 | -20 | -15 | 22 | 0.4
CN(CC(=O)NCC(=O)Nc1ccc(F)cc1)C1CCS(=O)(=O)C1 (stereo not given) | 2 | 1 | -2 | -5 | 0 | 11 | -9 | 10 | 0.2
O=C(Nc1ccccn1)c1ccc(C(=O)c2ccccc2)cc1 | 6 | -2 | 6 | -8 | -2 | -1 | -3 | -20 | 4.3

Four records picked at random from the list so far, as already listed:
SMILES | TAAR1 agonist | M1 PAM | M1 antag | CHO parental Ca | M1 ag | TAAR1 antagonist | CHO-K1 Ca antag | CHO-K1 Ca PAM | M1 ag parental
O=C(CCl)Nc1sccc1C(=O)c1ccccc1 | -3 | 12 | -9 | -2 | -3 | 8 | -7 | 19 | -0.1
CN(C)/C=C1\Cc2ccccc2C1=O | 3 | 10 | -11 | -18 | -3 | -9 | -14 | 14 | 0.5
CCOc1ccc(CCNc2cc(C)nc3ncnn23)cc1OCC | 2 | 5 | -5 | -3 | 3 | -8 | -7 | 16 | 2.1
O=C(Nc1ccc(Cl)cc1)C1CCN(C(=O)c2ccco2)CC1 | 1 | 3 | -2 | 4 | -4 | -3 | -7 | 6 | 1.7

Source: PubChem BioAssay
